Epigenetic derep = Quantitative High-Throughput Screen for Regulators of Epigenetic Control; Potency, µM (top dose mostly 53.9 µM), for inactives: at the highest dose GFP activation, actives largely listed as activators; murine LDR cells, GFP reporter derepression, 30 h; 280,000 tested, 0.2% active; note: % of control where 0% means no effect; nearly all actives have a fitted effect of over 60% in size
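Murine LDR cells carrying a silenced, genomically integrated CMV-driven GFP reporter were exposed to compound for 30 hours at 37 C. After PBS washes, GFP-positive cells (20–120 um objects) were counted by laser-scanning microplate cytometry.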
aGal spleen mod = qHTS Assay for Inhibitors and Activators of Human alpha-Galactosidase From Spleen Homogenate; human spleen homogenate, 4MU-alpha-Gal fluorescence, 40 min; Potency, µM (highest dose often 80 µM), without a hit: at the top dose activity change, negative = inhibition, hits mostly inhibitors; 240,000 tested, 0.008% active; AID 2107, 2009;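 note: 0% = enzyme with vehicle and -100% = no enzyme basal signal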
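Human spleen homogenate (1 ug) was the enzyme source, with 4-methylumbelliferyl-alpha-D-galactopyranoside (1 mM final) in pH 5.0 citrate buffer with 0.01% Tween-20. Compounds were titrated; after 40 min at 37C, NaOH/glycine stop, 4-MU fluorescence read; AC50 from Hill fits.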
GAA glycogen mod = qHTS Assay for Inhibitors and Activators of Human alpha-Glucosidase Cleavage of Glycogen. Lysosomal alpha-glucosidase (Homo sapiens), P10253. recombinant GAA, glycogen substrate, Amplex Red glucose oxidase fluorescence. Potency, µM (titrated, usually from 76.4 µM), without a hit: at the top dose activity change, negative = inhibition, most hits filed as inhibitors. 300,000 tested, 0.38% active. AID 2100, 2009;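 note: 0% = full enzyme reaction and -100% = no-enzyme basal signal; the screen sought inhibitors and activators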
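Recombinant human enzyme (4 nM); glycogen substrate; 37 C, 40 min, pH 5.0. Readout: coupled glucose oxidase/Amplex Red fluorescence.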
GAA inhib = qHTS Assay for Inhibitors of Human alpha-Glucosidase as a Potential Chaperone Treatment of Pompe Disease | Lysosomal alpha-glucosidase (Homo sapiens), P10253 | purified human GAA, 4-MU-alpha-glucoside fluorescence | Potency, µM (titrated, usually from 76.9 µM), for the others: top-dose activity change, negative = inhibition, most hits filed as inhibitors | 200,000 tested, 0.005% active | AID 1466, 2008;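 note: plate controls were uninhibited enzyme wells for no effect and no-enzyme background for full effect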
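Read-out is 4-methylumbelliferone fluorescence (Ex 365/Em 440 nm) after NaOH/glycine stop at pH 10. Enzyme 4 nM, substrate 400 uM, pH 5.0 citrate buffer, 20 min room temperature; AC50 from Hill-equation concentration-response.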
Tau fluor cs = Counterscreen qHTS for Inhibitors of Tau Fibril Formation, Fluorescence Polarization; tau K18 P301L (four-repeat tau fragment) Alexa594 fluorescence, heparin fibrillization; 280,000 tested, 0.93% active; AID 1463, 2008; Potency, µM (doses to about 57.7 µM), inactives show at the highest dose activity change, negative = decrease; note: % is set by controls: 0 for no effect and ±100 for the full control effect; nearly all actives have a fitted effect of over 55% in size
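Human K18 P301L tau (15 uM unlabeled plus 0.24 uM Alexa 594-labeled, final) in 100 mM sodium acetate pH 7 was mixed with compound and 20 uM heparin and incubated 6 hr at 37 C.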
ALDH1A1 block = qHTS Assay for Inhibitors of Aldehyde Dehydrogenase 1 (ALDH1A1). 220,000 tested, 7.3% active. Purified ALDH1A1, NADH fluorescence, propionaldehyde substrate. Aldehyde dehydrogenase 1A1 (Homo sapiens), P00352. Potency, µM (highest dose often 75.3 µM), inactives show at the highest dose activity, negative = inhibition, actives largely listed as inhibitors; active = well fitted inhibition curve with a large enough effect, not every such curve was filed as active; inconclusive = small, poorly fitted or top-dose-only effect, or another doubt; inactive = no such curve, though single readings can be large or run the other way;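 note: plate controls were no enzyme wells and a reference inhibitor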
Target sequence (P00352 whole entry, looked up): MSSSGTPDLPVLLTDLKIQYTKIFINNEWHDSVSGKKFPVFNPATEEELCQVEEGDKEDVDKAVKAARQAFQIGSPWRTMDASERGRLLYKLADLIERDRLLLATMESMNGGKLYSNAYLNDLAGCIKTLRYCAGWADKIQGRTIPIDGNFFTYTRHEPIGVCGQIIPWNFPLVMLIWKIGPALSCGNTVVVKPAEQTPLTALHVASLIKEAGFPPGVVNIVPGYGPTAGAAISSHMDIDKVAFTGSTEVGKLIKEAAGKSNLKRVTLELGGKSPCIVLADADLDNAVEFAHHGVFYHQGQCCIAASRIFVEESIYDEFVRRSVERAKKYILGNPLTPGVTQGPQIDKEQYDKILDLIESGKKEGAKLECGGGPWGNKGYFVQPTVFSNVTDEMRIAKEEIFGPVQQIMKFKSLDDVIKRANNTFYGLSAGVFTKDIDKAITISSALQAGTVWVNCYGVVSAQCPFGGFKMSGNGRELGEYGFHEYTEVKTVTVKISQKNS
GAA spleen mod = qHTS Assay for Inhibitors and Activators of Human alpha-Glucosidase From Spleen Homogenate. Lysosomal alpha-glucosidase (Homo sapiens), P10253. human spleen homogenate, 4-MU-alpha-glucoside fluorescence. Potency, µM (doses to about 79.9 µM), inactives show top-dose activity change, negative = inhibition, most hits filed as inhibitors. 240,000 tested, 0.006% active. AID 2112, 2009;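 note: 0% = enzyme with vehicle and -100% = no enzyme basal signal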
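Human spleen homogenate (1 ug) with 4-methylumbelliferyl-alpha-D-glucopyranoside (1 mM final) in 50 mM citrate/phosphate pH 5.0, 0.01% Tween-20; 40 min at 37 C. Stopped at pH 10; 4-MU fluorescence Ex 365/Em 440 nm; AC50 by Hill fit.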
NPSR antag = qHTS Assay for Antagonists of the Neuropeptide S Receptor: cAMP Signal Transduction; Q6W5P4; CHO-NPSR cells, cAMP TR-FRET, antagonist mode; Potency, µM (titrated, usually from 38.3 µM), inactives show top-dose activity change, negative = inhibition, actives largely listed as inhibitors; 220,000 tested, 1% active; note: % is set by controls: 0 for no effect and ±100 for the full control effect; nearly all actives have a fitted effect of over 50% in size; many of its hits are not listed in these tables
Target sequence (Q6W5P4 whole entry, looked up): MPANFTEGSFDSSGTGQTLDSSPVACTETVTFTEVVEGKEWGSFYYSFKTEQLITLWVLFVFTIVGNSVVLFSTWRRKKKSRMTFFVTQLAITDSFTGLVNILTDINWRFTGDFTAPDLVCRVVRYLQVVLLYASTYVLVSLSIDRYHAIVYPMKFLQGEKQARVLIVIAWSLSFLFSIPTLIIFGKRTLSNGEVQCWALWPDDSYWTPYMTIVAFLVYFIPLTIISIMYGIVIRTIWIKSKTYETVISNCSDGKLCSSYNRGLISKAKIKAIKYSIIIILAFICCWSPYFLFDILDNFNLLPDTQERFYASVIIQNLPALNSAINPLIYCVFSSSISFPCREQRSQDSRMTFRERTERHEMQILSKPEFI
An asterisk follows results filed as active; ? = inconclusive; · = no result given; & = joins results of further samples; [ ] = remark or other dose. Unless noted, calls come from the whole dose curve; as a rule, active = well fitted curve in the direction sought with a large enough effect; inconclusive = small, poorly fitted or top-dose-only effect, or another doubt; inactive = no such curve, though single readings can be large; an effect the other way counts as inactive or inconclusive. Potency is the fitted concentration of half-maximal effect.

SMILES	Epigenetic derep	aGal spleen mod	GAA glycogen mod	GAA inhib	Tau fluor cs	ALDH1A1 block	GAA spleen mod	NPSR antag
CC(C)CCOCC(=O)Nc1cccc(C(=O)O)c1	5.1%	5%	4%	14%	-17%	-1%	2%	24%[46.1 µM]
COc1ccc(C(=O)NCC(=O)N/N=C/c2cn[nH]c2-c2ccccc2)cc1	-0.9%	8%	-13%	-4%	-8%	-9%	9%	-1%
Cc1cc2cc(CNS(=O)(=O)c3ccccc3)ccc2n1C	-0.2%	-5%	0%	-4%	-21%	?	-5%	-10%[46.1 µM]
CC(=O)Nc1cccc(NC(=O)CSc2nnc(Cc3cccn3C)n2CCc2ccccc2)c1	-2.1%	4%	-4%	-8%	-12%	-15%	2%	-18%[46.1 µM]
O=C(O)c1ccc(NC2=C/C(=N/S(=O)(=O)c3ccccc3)c3ccccc3C2=O)cc1	-0.5%	-4%	4%	-5%	?	?	-10%	?
C=CCC(C)(O)c1ccco1 (stereo unspecified)	-1.1%	-7%	·	·	-21%	13%	0%	·
COc1cccc2c1C(=O)c1ccc3ccccc3c1C2=O	-0.2%	2%	-3%	0%	?	?	0%	-13%[46.1 µM]
COc1ccc(-c2noc(CCCC(=O)NCc3ccco3)n2)cc1OC	0.5%	-4%	-9%	-3%	-11%	-9%	-3%	9%[7.67 µM]
COc1cc(OC)c(NC(=S)NCc2ccccc2)cc1Cl	-0.4%	5%	-6%	-28%	?	5%	-8%	2%
Cc1ccccc1Nc1c(-c2ccncc2)nc2ccc(Br)cn12	-1.1%	4%	?	-1%	-11%	-7%	-2%	-2%
Cc1ccc2cc(CN(C(=O)c3cccnc3)C(C)C)c(=O)[nH]c2c1	-1.0%	8%	2%	-5%	-14%	?	4%	-11%[46.1 µM]
C#CCOC(=O)c1ccccc1C(=O)N(CC)CC	1.0%	3%	-6%	4%	-7%	4%	-12%	-1%[46.1 µM]
Nc1cc(C(=O)OCC(=O)NCc2ccco2)ccc1Cl	1.3%	5%	-1%	-8%	-7%	?	0%	-16%[46.1 µM]
CN(C)S(=O)(=O)c1ccc(NC(=O)C2CC(=O)N(Cc3ccccc3)C2)cc1 (stereo unspecified)	0.0%	4%	13%	4%	-18%	?	7%	8%
O=C(Nc1cnn(Cc2c(Cl)cccc2Cl)c1)c1ccc([N+](=O)[O-])cc1	3.4%	9%	12%	-10%	25µM*[quencher]	?	4%	-13%[46.1 µM]
CC1CCC(NC(=O)CN(C)S(=O)(=O)c2cccc3cccnc23)CC1 (stereo unspecified)	0.0%	6%	4%	·	?	·	3%	6%
CC1(c2cc(C(F)(F)F)n3nc(C(=O)O)cc3n2)CC1	0.0%	6%	3%	1%	-3%	0%	3%	-5%[46.1 µM]
COC(=O)C(C)Oc1ccc(Oc2nc(Cl)ccc2Cl)cc1 (stereo unspecified)	-2.6%	-7%	0%	4%	-13%	14%	0%	-13%
Cc1c(N(C(=O)CNC(=O)c2ccccc2)C2(C(=O)NC3CCCCC3)CCCCC2)c(=O)n(-c2ccccc2)n1C	0.1%	-3%	-15%	-8%	-9%	7%	-5%	-12%
Cc1cc(S(=O)(=O)N2CCN(c3ccccc3O)CC2)c(C)s1	1.7%	12%	23%	-12%	?	?	6%	-13%[46.1 µM]
CCC(C(=O)NC1CCCCC1)n1c(SCc2cccc(F)c2)nc2ccncc21 (stereo unspecified)	-5.1%&1.2%	1%	-12%[76.3 µM]	?	-26%&-26%	3%	-9%	-6%
CCOC(=O)c1cc(C(O)(C(F)(F)F)C(F)(F)F)c(/N=C/N(C)C)o1	4.1%	-1%	0%	3%	-16%	-10%	-4%	?
OCCC1CN(Cc2ccc(-n3cccn3)cc2)CCN1Cc1ccccc1 (stereo unspecified)	-3.1%	-3%	15%	4%	-11%	10%	-7%	2%
O=C(COc1ccccc1)NCc1cccs1	-1.2%	1%	8%	-5%	-3%	0%	0%	2%[46.1 µM]
N#C/C(=C\c1ccc(Sc2nc3ccccc3[nH]2)o1)c1ccccc1	-3.1%	3%	-15%	-8%	?	?	-6%	-14%[46.1 µM]
CC(=O)c1ccc(NC(=O)NCc2ccc(F)cc2)cc1	-1.2%	3%	7%	2%	-8%	?	4%	-12%
S=C(NCCCN1CCOCC1)Nc1ccc(Nc2ccccc2)cc1	1.1%	-4%	?	2%	-21%	?	-6%	-5%
O=C(NC1CC1)C1=C[C@@H](c2ccccc2)C[C@@H](OCCCCO)O1	-0.2%	8%	1%	·	0%	1%	8%	-11%
Cc1ccc(C(=O)Oc2ccc(N3C(=O)CCC3=O)c(C)c2)cc1	1.3%	4%	-7%	6%	3%	13%	6%	11%
Cc1cc(C(F)(F)F)n2nc(-c3cnn(C)c3C(F)(F)F)cc2n1	-1.1%	4%	3%	-9%	-4%	-5%	2%	-6%[46.1 µM]
CCOc1ccc(C(C)NC(=S)NCc2ccc(Cl)cc2)cc1 (stereo unspecified)	12%	-3%	2%	2%	-27%	-2%	-5%	-25%
CC(=O)Nc1ccc(Nc2ncnc3c2cnn3-c2ccccc2)cc1	0.3%	-5%	6%	-6%	-23%	·	-4%	-2%[46.1 µM]
CN(C1CCCCC1)S(=O)(=O)c1cccc(C#N)c1	-6.3%	-8%	-14%	-1%	7%	3%	4%	11%
COC(=O)C1=C(C)N(Cc2ccc(C)cc2)C(=O)/C1=C\c1ccc(O)c(OC)c1	-1.0%	-3%	28µM*	-9%	?	?	-5%	-22%[46.1 µM]
CCCCn1c(SCc2cc(=O)[nH]c3ccccc23)nc2c1c(=O)n(C)c(=O)n2C	0.0%	-15%	6%	6%	3%	2%	-1%	-12%[46.1 µM]
COc1ccc(N/C=C/C(=O)c2ccc(Cl)cc2)cc1	?	-5%	10%	-2%	0%	0%	-2%	3%
Cc1ccc(C(=O)c2c(C)oc3c2C(=O)C(=O)c2ccccc2-3)cc1	-0.9%	0%	-5%	-10%	-27%	20µM*	3%	-29%[46.1 µM]
O=C(CSc1nc2[nH]ncc2c(=O)[nH]1)N1CCCC1	-0.1%	2%	-6%	2%	-1%	4%	-14%	25%
Oc1c(Br)cc(Br)cc1C=NCc1ccccc1	0.0%	-4%	5%	-4%	-12%	7%	2%	-21%
COc1cc(C(=O)NC(=S)Nc2ccccc2[N+](=O)[O-])cc(OC)c1OC	-0.1%	6%	-2%	0%	-12%	18µM*	5%	-14%
O=S(=O)(NC1CCCC1)c1ccc(S(=O)(=O)N2CCCN(Cc3ccccc3)C2)cc1	0.8%	8%	-17%	-11%	-5%	?	1%	-10%[46.1 µM]
Cc1cccc(C2c3[nH]c4ccccc4c3CCN2C(=O)Cc2n[nH]c(C)n2)n1 (stereo unspecified)	-5.9%	-1%	7%	-5%	0%	?	-4%	14%
CCOc1ccc(C(=O)NC(C)(C)CC)cc1	10%	-2%	5%	-4%	4%	-1%	-4%	12%
Cc1ccc(-c2cc(C(=O)N3N=C(C(F)F)CC3(O)C(F)F)c3ccccc3n2)cc1C (stereo unspecified)	12%	-2%	-23%	-12%	?	?	-6%	?
CNc1nnc(C(F)(F)F)s1	-1.3%	9%	3%	·	4%	·	-4%	17%
COC(=O)/C(=N/Nc1ccc(C)cc1)N1CCCc2ccccc21	-0.1%	1%	?	1%	-14%	-4%	0%	-21%
O=C(CSc1nnc(CCCO)n1-c1ccccc1)NCCc1ccccc1	-1.2%	-4%	-7%	-2%	8%	?	-4%	-18%[46.1 µM]
O=C(Nc1ccc(F)cc1F)c1cc2ncc(CCCl)cn2n1	4.8%	-1%	-8%	-1%	5%	-2%	1%	-4%
Cc1cc(C)cc(N(C(=O)c2csnn2)C(C(=O)NC(C)(C)C)c2ccccn2)c1 (stereo unspecified)	0.0%	-7%	12%	12%	-3%	1%	1%	-5%
CC1CN(C)C(C)c2c1oc1ccc(N)cc21 (stereo unspecified)	1.0%	1%	22%	10%	-8%	4%	1%	-7%

3 compounds out of the list above, arranged by the number in aGal spleen mod, ascending.
Compound | Epigenetic derep | aGal spleen mod | GAA glycogen mod | GAA inhib | ALDH1A1 block | GAA spleen mod | NPSR antag
O=C(CSc1nnc(CCCO)n1-c1ccccc1)NCCc1ccccc1 | -1.2% | -4% | -7% | -2% | ? | -4% | -18%[46.1 µM]
O=C(Nc1ccc(F)cc1F)c1cc2ncc(CCCl)cn2n1 | 4.8% | -1% | -8% | -1% | -2% | 1% | -4%
CNc1nnc(C(F)(F)F)s1 | -1.3% | 9% | 3% | · | · | -4% | 17%

Additional results follow:
SMILES	Epigenetic derep	aGal spleen mod	GAA glycogen mod	GAA inhib	Tau fluor cs	ALDH1A1 block	GAA spleen mod	NPSR antag
C=CCN(CC=C)C(=S)NCCc1ccc(OC)c(OC)c1	-1.0%	-16%	1%	0%	-7%	-7%	3%	-34%
COC(=O)CCn1nnc(-c2cccs2)n1	-1.0%	7%	5%	-11%	0%	-1%	-4%	9%[46.1 µM]
COc1ccccc1NC(=O)CN1CCN(CC(=O)Nc2ccc3c(c2)OCCO3)CC1	0.0%	5%	4%	0%	-10%	3.5µM*	-10%	-9%[46.1 µM]
Cc1cc(N(C)/N=C/c2ccccc2O)nc(-c2ccccc2O)n1	0.0%	-1%	3%	-1%	0%	7%	4%	-23%
COc1cc(S(=O)(=O)N2CCN(c3ccccc3F)CC2)ccc1Cl	0.0%	2%	-8%	-10%	-28%	-1%	0%	-18%[46.1 µM]
COc1ccccc1-n1cnc2cc(NCc3ccccc3O)ccc21	8.0%	6%	-26%	·	?	·	-1%	-13%
C=C(C)c1nc(N)nc(N)n1	-2.0%	-8%	-3%	3%	-6%	6%	-2%	4%[46.1 µM]
Nc1nc(Br)c2c(F)cccc2c1-c1ccc(Cl)cc1	1.3%	12%	-10%	7%	-6%	4%	-24%	-17%[46.1 µM]

Source: PubChem (National Center for Advancing Translational Sciences (NCATS))

This is a subset, so the mix of outcomes need not match the whole.
